Bioassay records as filed in PubChem BioAssay.
CHOP inhibitor: blocks CHOP induction under ER stress; CHO-K1 CHOP-promoter luciferase, tunicamycin-induced, 15-18 h; inhibition, % at 10 µM; actives 3.8% (n = 220,000);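 active means compounds that reduced the stress-induced luciferase reporter signal by more than about 70% of percent inhibition, limit read from the data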;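 further: 0% = tunicamycin plus vehicle and 100% = wells without tunicamycin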
PGE2 EP2 inh: inhibitors of human EP2 prostaglandin E2 receptor; C6 glioma cells expressing human EP2, cAMP TR-FRET; cells stimulated with saturating PGE2; actives 0.52% (n = 260,000); inhibition, % at 25 µM;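 active means percent inhibition above 40 after rounding to a whole number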;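 further: rat C6 glioma host cells with rolipram phosphodiesterase inhibitor present; the protocol text gives 20 µM as final concentration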
Target sequence (P43116 whole entry, looked up): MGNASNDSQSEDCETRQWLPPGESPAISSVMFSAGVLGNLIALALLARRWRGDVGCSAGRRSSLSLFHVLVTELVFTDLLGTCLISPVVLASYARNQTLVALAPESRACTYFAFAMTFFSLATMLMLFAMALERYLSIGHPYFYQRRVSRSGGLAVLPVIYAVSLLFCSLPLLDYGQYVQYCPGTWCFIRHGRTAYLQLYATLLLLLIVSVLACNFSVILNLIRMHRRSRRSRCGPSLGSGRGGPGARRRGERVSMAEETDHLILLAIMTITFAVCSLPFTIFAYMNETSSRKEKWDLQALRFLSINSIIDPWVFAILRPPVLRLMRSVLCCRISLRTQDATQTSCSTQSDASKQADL
TRPN1 ag: activates the zebrafish TRPN1 channel; activation, % at 3 µM; AID 1424; HEK293 zebrafish TRPN1-YFP, Fluo-8 calcium fluorescence; 100% = response to 87 µM carbachol; actives 0.18% (n = 220,000);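 active means activation above its plate's cutoff, the mean activation of test wells on that plate plus 3 SD, cut at about 19% in these data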;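 further: 0% = DMSO alone and 100% = 87 µM carbachol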
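Material – zebrafish TRPN1-YFP in HEK293 cells · Doses – 3 µM single point · Schedule – dye 1 h 37 °C plus 30 min RT · Signal – Fluo-8 calcium fluorescence, excitation 470-495 nm, emission 515-575 nm · Read-out – % activation versus carbachol response · Control set – carbachol high, DMSO low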
NPY Y1 blocker: NPY-Y1 (human) receptor antagonism; P25929; HEK293-CNG Y1 cells, membrane potential fluorescence; NPY at EC95, then isoproterenol; inhibition, % at 3.6 µM; actives 1% (n = 200,000); AID 1040;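 active means inhibition above the campaign mean inhibition of all tested compounds plus 3 SD, cut at about 20% in these data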;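 further: 0% = DMSO wells given NPY plus isoproterenol and 100% = isoproterenol alone without NPY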
Target sequence (P25929 whole entry, looked up): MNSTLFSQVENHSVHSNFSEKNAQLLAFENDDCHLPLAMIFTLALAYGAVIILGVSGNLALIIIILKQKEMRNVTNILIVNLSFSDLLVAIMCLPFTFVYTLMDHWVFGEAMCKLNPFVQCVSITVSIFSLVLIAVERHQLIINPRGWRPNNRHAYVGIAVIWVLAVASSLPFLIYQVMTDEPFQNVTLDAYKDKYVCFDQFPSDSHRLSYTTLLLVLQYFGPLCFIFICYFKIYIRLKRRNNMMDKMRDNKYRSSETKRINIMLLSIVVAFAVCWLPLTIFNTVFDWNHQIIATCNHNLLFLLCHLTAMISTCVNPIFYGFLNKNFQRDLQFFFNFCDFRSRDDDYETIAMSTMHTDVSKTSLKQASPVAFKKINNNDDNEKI
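Material: Y1- and CNG-channel-expressing HEK293 cells / Probe or stimulus: NPY 25 nM then isoproterenol 1 µM plus Ro 20-1724 25 µM / Doses: 3.6 µM single dose, DMSO 0.4% / Schedule: compound incubation 1 h at room temperature, readout 45 min post-stimulation / Signal: membrane potential fluorescence / Benchmarks: isoproterenol-only wells as full block versus NPY-plus-isoproterenol wells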
EP2 mod: EP2 receptor (human) modulation. P43116. EP2-expressing cells, cAMP HTRF FRET, PGE2 co-stimulation. induction, % at 25 µM. actives 0.83% (n = 260,000);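 active means compounds whose cAMP rise, as percent of the full-agonist control response, exceeds 60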;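 further: rat C6 glioma line stably carrying human EP2 under a CMV promoter; the protocol text gives 20 µM as final concentration; 100% = response of wells given 1 µM PGE2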
14-3-3 Bad PPI: disrupts binding of bovine 14-3-3 zeta to phospho-Bad peptide; TR-FRET 14-3-3zeta/Dy647-pBad peptide displacement, 1 h; inhibition, % at 21.7 µM; actives 0.71% (n = 220,000); AID 781;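 active means inhibition above about 70%, limit read from the data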;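 further: 0% = full 14-3-3 plus peptide FRET controls and 100% = background without 14-3-3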
Target sequence (P63103 whole entry, looked up): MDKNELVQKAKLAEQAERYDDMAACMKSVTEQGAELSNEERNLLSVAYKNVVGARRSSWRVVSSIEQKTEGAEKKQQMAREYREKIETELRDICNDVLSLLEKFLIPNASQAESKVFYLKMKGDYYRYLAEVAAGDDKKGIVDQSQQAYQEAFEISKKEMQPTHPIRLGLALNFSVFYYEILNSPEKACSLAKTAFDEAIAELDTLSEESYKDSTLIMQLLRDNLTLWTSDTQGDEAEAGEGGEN
PPC-1+TRAIL kill: PPC-1 cancer cell killing with TRAIL present | cell killing (% activity), % at 4 µM | PPC-1 cells + TRAIL, ATPLite viability luminescence | AID 1443 | actives 0.41% (n = 220,000);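 active means cell killing above 50% in the first pass at 4 µM, then a duplicate retest at 5 µM averaging 50% or more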;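 further: plate controls were cells with TRAIL plus DMSO for no effect and medium-only wells lacking cells for full effect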
NPY1 pot ag: human NPY-Y1 potentiation or agonism, primary screen. P25929. NPY-Y1 expressing cells, potentiator/agonist activation. activation, % at 3.6 µM. actives 0.37% (n = 220,000); in the data active means activation above about 33%, passing the limit was not always enough;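 further: cells stimulated with NPY at EC10 then isoproterenol at EC100; 0% = low agonist plus stimulus and 100% = saturating agonist plus stimulus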
TRPML3 agonist: agonists of human TRPML3 channel; HEK293 TRPML3-YFP, Fluo-8 calcium fluorescence; 100% = the carbachol control signal; actives 0.29% (n = 220,000); activation, % at 3 µM;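 active means activation above its plate's cutoff, the mean activation of the plate's test wells plus 3 SD, cut at about 12% in these data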;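 further: 0% = DMSO only wells and 100% = carbachol wells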
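Test system: HEK293 cells stably carrying human TRPML3-YFP; Doses: single dose, 3 µM final nominal compound, 0.3% DMSO final; Schedule: dye loading 1 h 37 °C then 30 min ambient, 125 s read; Technique: Fluo-8 calcium fluorescence; Benchmarks: high control carbachol 87 µM, low control DMSO.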
An asterisk follows results filed as active; . = not tested or not shown; & = joins results of further samples; [ ] = dose if it differs, or a comment. An excerpt; rates above refer to the full screens.

SMILES	CHOP inhibitor	PGE2 EP2 inh	TRPN1 ag	NPY Y1 blocker	EP2 mod	14-3-3 Bad PPI	PPC-1+TRAIL kill	NPY1 pot ag	TRPML3 agonist
COc1cc(S(=O)(=O)N2CCCCC2)ccc1NC(=O)c1ccc(F)cc1	47.2	6.1	-1.3	-2.2	5.5	8.2	1.3	-4.5	0.4
CCOC(=O)N1CCC(NC(=O)Cc2cn(C)c3ccccc23)CC1	-13.5	12.8	1.1	-7.2	28.1	-12.1[fluorescence artefact?]	4.3	-2.9	0.5
O=C(NN1C(=O)C2C(c3ccccc3)C=CC(c3ccccc3)C2C1=O)c1ccccc1 (centres undefined)	40.9	5.8	1.2	1.5	25.8	-6.5	5.3	-25.9	0.9
Cc1ccc(S(=O)(=O)N2CCN(CC(=O)N/N=C/c3ccccc3OCC(=O)O)CC2)cc1	-5.0	3.9	-0.4	.	43.3	-3.9	-4.0	16.5	0.9
CCOC(=O)c1cccc(N/C=C/C(=O)c2ccc(OC)c(OC)c2)c1	5.0	6.7	1.2	4.3	-11.5	6.4[fluorescence artefact?]	-6.1	-32.1	0.1
CC(C)[C@@H]1NC(=O)c2cc([N+](=O)[O-])cc(I)c2OCC[C@@H](C(N)=O)NC(=O)[C@H](CCC(=O)O)NC1=O	-8.9	9.3	1.0	-2.9	44.4	-5.3	4.3	-11.9	0.6
Cc1ccc(C(=O)NC2CCN(C(=O)N3CCOCC3)CC2)cc1	17.3	8.4	2.7	2.6	-3.7	-6.5	-17.8	4.2	0.8
O/N=C/c1ccn(-c2ccc(Br)cc2)c1	41.0	3.6	-2.5	0.6	-22.8	-3.3	-13.3	5.4	-0.9
Cc1ccc(N/C=C2\CCCCC2=O)c(C)c1	10.6	13.5	0.7	1.1	1.8	-23.2	3.9	-0.7	0.9
Cc1cc(C(F)(F)F)n2ncc(-c3ccccc3)c2n1	20.5	8.5	-0.5	4.2	5.9	2.7	4.7	7.8	0.2
O=C(Nc1ncccn1)C1CCCCC1	12.4	8.8	0.8	-4.0	25.9	-1.3	3.0	2.5	0.8
CCNC(=S)NNC(=O)c1cccnc1	18.4	.	-0.1	6.8	17.0	-3.6	8.6	-6.1	0.1
COCCn1c(Cc2ccccc2)nnc1SCC(=O)N1CCCCC1C (centres undefined)	10.5	9.9	0.7	2.7	5.4	4.9[fluorescence artefact?]	13.6	-25.3	0.2
O=C(CCSc1ccc(Cl)cc1)N1CCOCC1	18.1	6.0	-1.6	-1.1	23.3	2.5	7.3	12.0	0.2
Cc1cc(=O)oc2cc(OC(C)C(=O)Nc3ccc(N4CCOCC4)cc3)ccc12 (centres undefined)	11.7	-1.3	-0.1	1.0	10.5	16.0	27.0	4.6	-0.1
O=C(Nc1cc2c(cc1Cl)OCCO2)c1ccco1	-25.3	2.7	-0.2	1.3	8.7	-7.3	-15.5	2.6	-0.1
CC(CC1CC(C)(C)OC1=O)C(=O)Nc1ccc([N+](=O)[O-])cc1 (centres undefined)	18.4	4.0	-0.6	4.3	18.3	6.4	5.8	14.4	1.0
CC(=O)NC1CCN(C(=O)N2CCCC2)CC1	11.8	9.7	1.4	-0.3	7.4	-3.1	13.2	-1.8	1.0
COc1ccc(CN2CCCC(C(=O)N3CCCC3)C2)cc1 (centres undefined)	20.1	4.6	-0.6	1.0	14.8	44.9	11.0	-12.2	0.1
O=S(=O)(c1ccc(F)cc1)N(CCO)CC(O)Cn1c2ccccc2c2ccccc21 (centres undefined)	72.6*	11.8	0.6	0.0	-27.9	-0.9	-25.9	-4.5	0.8
O=C(CCCN1C(=O)c2ccccc2C1=O)Oc1ccc(F)cc1	-5.2	2.2	-0.4	-0.3	-31.8	3.4	1.9	4.0	-0.7
O=C(NCN1CCc2ccccc2C1)c1ccccc1	-2.1	3.5	0.1	1.3	-9.9	1.2	27.1	0.7	-0.1
CCOC(=O)c1cccc(NC(=O)CSc2nnc(COc3ccc(Cl)cc3)o2)c1	59.0	11.5	0.0	6.9	-10.5	10.7	-15.7	-3.6	0.3
O=C(COC(=O)c1ccncc1)NCCCc1ccccc1	-5.9	3.5	0.4	-3.6	17.0	-14.1	14.9	-2.6	0.5
Cc1ccc(-c2nnc3n2N=C(c2ccc(Br)cc2)CS3)cc1	89.4*	12.1	0.7	2.4	26.7	3.2	-1.5	-2.5	0.1
The listing continues.
SMILES	CHOP inhibitor	PGE2 EP2 inh	TRPN1 ag	NPY Y1 blocker	EP2 mod	14-3-3 Bad PPI	PPC-1+TRAIL kill	NPY1 pot ag	TRPML3 agonist
COc1cccc(OCc2nnc(SCC(=O)NCc3ccco3)n2C)c1	13.9	7.1&2.9	0.1	4.5	-6.5&30.1	48.3[fluorescence artefact?]	6.5	-2.4	0.4
CCCOc1ccc(NC(=O)C2CC(=O)N/C(=N/N=C(\C)CCc3ccc4c(c3)OCO4)S2)cc1 (centres undefined)	78.1*	2.6	-0.5	8.1	-6.1	-8.5	-4.3	5.6	0.0
CN1C2CCC1CC(OC(=O)c1c[nH]c3ccccc13)C2 (centres undefined)	-4.5&9.8	19.9&12.2	1.7	8.2	5.9&14.1	6.3	-10.7	11.5	0.4
NS(=O)(=O)c1cc2c(cc1Cl)NCNS2(=O)=O	20.7&-10.0	11.0&11.3&10.9	-0.3	0.4	21.5&12.7&16.2	-3.8	30.5	-12.2	0.6
COc1ccc(OC)c(NC(=O)c2cnn(-c3ccccc3Cl)c2NC(=O)c2ccco2)c1	-8.9	-0.8	0.6	4.2	9.3	8.2	10.3	-6.7	0.9
Cc1cc(-c2ccccc2)nc2[nH]n(-c3ccccc3)c(=O)c12	5.3	9.5	-1.0	2.5	12.3	0.2	6.6	-1.6	-0.3
CN1CCN(c2ncccc2S(=O)(=O)N2CCCCC2)CC1	4.9	3.5	-0.6	1.6	10.4	-7.0[fluorescence artefact?]	20.4	-2.0	0.7
CC1=C(C(=O)Nc2ccccc2F)C(c2cccs2)NC(=S)N1 (centres undefined)	12.8	3.2	-0.3	4.9	0.9	-7.5	-2.3	1.2	-0.8
Cc1ccc(CN(c2ccc(C(=O)NCc3ccc4c(c3)OCO4)cc2)S(C)(=O)=O)cc1	17.7	5.6	5.8	-0.9	-31.3	-12.8	-12.6	24.9	2.4
COc1ccc(NC(=O)c2cc([N+](=O)[O-])ccc2N2CCN(C)CC2)cc1	4.7	6.8	-1.0	1.2	-24.6	8.7	-5.1	15.7	-0.2
CN1CCN(C(=S)c2cn(Cc3cccc(F)c3)c3ccccc23)CC1	-3.9	16.9	-0.6	4.6	-30.9	-12.8	-13.4	8.4	1.3
Cc1ccccc1Nc1nc(N)nc(COc2ccc(C#N)cc2)n1	-2.8	9.1	-1.6	2.3	-13.1	-10.2	7.1	1.6	0.3
Cc1cc(NC(=O)C2COc3ccccc3O2)no1 (centres undefined)	15.7	12.0	0.3	3.3	2.5	15.5[fluorescence artefact?]	0.6	2.2	-0.1
CCOC(=O)c1ccc(Nc2cc(C)nc3ncnn23)cc1	-5.5	5.9	1.8	-4.4	-24.2	2.4	36.5	-5.2	0.5
CC(=O)Nc1ccc(NS(=O)(=O)C(F)(F)F)cc1	2.7	2.1	0.2	2.8	9.7	19.0	-4.5	13.3	1.0
CCOC(=O)C(=O)Nc1ccccc1C#N	31.1	3.1	1.2	-4.0	45.2	-0.5[fluorescence artefact?]	13.6	2.2	0.6
COc1ccccc1NS(=O)(=O)c1cc(NC(=O)/C=C/c2cccs2)ccc1N1CCOCC1	9.8	4.3	-1.4	0.4	-13.2	-21.4[fluorescence artefact?]	-2.4	-11.7	0.3
CC(=O)Cc1nsc(Nc2ccc(C)cc2)n1	-12.6	16.0	0.1	0.2	0.0	-5.9	.	-4.7	0.6
O=C(c1ccc(NC(=S)NCc2ccco2)cc1)N1CCOCC1	-0.4	8.4	0.2	3.9	16.2	-7.3	5.4	6.2	2.0
CC1CCc2c(sc(NC(=O)C3c4ccccc4Oc4ccccc43)c2C(N)=O)C1 (centres undefined)	51.3	5.7	0.1	-2.4	-0.8	0.9	5.3	10.0	0.5
CC(C)c1ccc(NC(=O)c2snc3ccc(Cl)cc23)cc1	78.9*	4.6	1.2	5.5	15.1	7.8	-21.1	-3.5	0.6
O=C(CC(C(=O)O)c1ccccc1)c1cccs1 (centres undefined)	-12.9	11.8	-0.6	.	-13.8	-1.1	13.2	8.0	-0.1
COc1ccc(C2CC2/C(C)=N/OC(=O)c2cccs2)cc1 (centres undefined)	42.3	8.8	-1.4	-0.7	-22.6	49.9	22.7	-22.1	-0.4
CCn1c(SCC(=O)N=Nc2c(O)[nH]c3ccccc23)nc2ccccc21	36.2	6.2	-2.9	1.4	-3.9	-11.1	6.0	-14.4	-0.5
O=C(NCCc1ccccn1)C1CCN(S(=O)(=O)c2ccc(Cl)cc2)CC1	12.1	4.5	-0.1	-1.2	3.2	-12.0	23.6	-1.6	1.1

Grouped by structure, those above with bromine
SMILES	CHOP inhibitor	PGE2 EP2 inh	TRPN1 ag	NPY Y1 blocker	EP2 mod	14-3-3 Bad PPI	PPC-1+TRAIL kill	NPY1 pot ag	TRPML3 agonist
O/N=C/c1ccn(-c2ccc(Br)cc2)c1	41.0	3.6	-2.5	0.6	-22.8	-3.3	-13.3	5.4	-0.9
Cc1ccc(-c2nnc3n2N=C(c2ccc(Br)cc2)CS3)cc1	89.4*	12.1	0.7	2.4	26.7	3.2	-1.5	-2.5	0.1

Continued.
SMILES	CHOP inhibitor	PGE2 EP2 inh	TRPN1 ag	NPY Y1 blocker	EP2 mod	14-3-3 Bad PPI	PPC-1+TRAIL kill	NPY1 pot ag	TRPML3 agonist
COC(=O)c1cc(CSc2nc3ccccc3[nH]2)oc1C	23.1	14.3	1.4	-1.7	-10.7	-1.7	19.6	-6.0	2.2
CC(=O)Nc1ccc(NC(=S)Nc2ccc(F)cc2)cc1	-2.5	2.9	-0.1	2.3	13.0	-6.9	21.4	5.0	0.3
CC(SCc1ccccc1)C(=O)N/N=C/c1cccs1 (centres undefined)	2.0	8.6	-0.7	4.6	-39.7	8.2[fluorescence artefact?]	8.8	-28.8	-0.1
COc1ccc(CNC(=O)c2cc3c(s2)CS(=O)C3)cc1 (centres undefined)	15.3	12.8	0.7	0.9	-26.8	6.4	14.6	8.4	-0.5
COc1cc2c(cc1OC)C(c1ccc(-c3ccccc3Cl)o1)=NCC2	42.1	4.1	-0.1	3.7	21.1	14.9	-5.2	3.7	0.1
CCc1cc(C(=O)Cc2nc3ccccc3s2)c(O)cc1OCC(=O)O	-7.1	1.5	-0.2	.	0.8	-4.3	5.6	16.6	0.5
O=C(Nc1cccnc1)/C(N=Nc1cccnc1)=C(\O)c1ccccc1	5.8	9.7	1.6	7.8	-6.9	5.9	2.4	-4.0	-0.5
